Compound activity: PubChem BioAssay, The Scripps Research Institute Molecular Screening Center
OXTR potentiator = human OXTR potentiation; AID 2445; actives 0.061% (n = 320,000); activation, % at 3 µM; P30559; CHO-OTR cells, Fluo-8 calcium fluorescence, potentiator mode; 0% = oxytocin EC15, 100% = EC100;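 active = activation above that plate's cutoff, the mean activation of tested compounds plus 3 SD, cut at about 6.6% in these data, passing the limit was not always enough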;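 note: 100% uses oxytocin at 75 nM as the full agonist control; some results filed as inactive read as strong as hits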
Target sequence (P30559 whole entry, looked up): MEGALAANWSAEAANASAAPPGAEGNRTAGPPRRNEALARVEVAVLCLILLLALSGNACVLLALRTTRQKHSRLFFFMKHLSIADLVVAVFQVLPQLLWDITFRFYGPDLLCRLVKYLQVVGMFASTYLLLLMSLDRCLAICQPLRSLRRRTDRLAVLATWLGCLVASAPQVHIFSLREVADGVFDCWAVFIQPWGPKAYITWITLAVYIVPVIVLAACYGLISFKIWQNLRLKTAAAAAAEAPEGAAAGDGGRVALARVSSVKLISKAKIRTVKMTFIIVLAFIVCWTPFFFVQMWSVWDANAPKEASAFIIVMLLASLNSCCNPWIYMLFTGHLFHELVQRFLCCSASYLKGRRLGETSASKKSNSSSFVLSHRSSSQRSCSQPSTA
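assay system = CHO-OTR cells, human receptor | schedule = compound 6 min at room temperature before oxytocin, 100 s read | detection = Fluo-8 intracellular calcium fluorescence, ex 470-495, em 515-575 nm | evaluation = normalized max/min fluorescence ratio, % activation | control set = EC15 oxytocin alone as 0%, 75 nM oxytocin (EC100) as 100%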
CHO-K1 Ca PAM = counter-screen for M1 PAMs: effect in parental CHO-K1 cells; ATP EC20, Fluo-8 calcium fluorescence; 0% at ATP EC20, 100% at ATP max; activation, % at 3 µM; actives 0.02% (n = 360,000); AID 602247;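 active = activation above the run cutoff, the mean activation of all test compounds plus 3 SD, cut at about 40% in these data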;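 note: peak over basal fluorescence ratio in a 140 s read after ATP addition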
TAAR1 antag = human TAAR1 antagonism; CHO RD-HGA16 TAAR1, Fluo-8 calcium fluorescence, antagonist; actives 1.5% (n = 360,000); Q96RJ0; inhibition, % at 3 µM;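 active = inhibition above a per-plate cutoff, the mean inhibition of test compounds on that plate plus 3 SD, cut at about 49% in these data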;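 note: 0% = DMSO plus EC80 beta-PEA response and 100% = DMSO alone without agonist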
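System: RD-HGA16 CHO cells with stable hTAAR1 and Gα16 | Probe or stimulus: EC80 β-phenethylamine stimulus | Dosing: 3 µM, single point | Times: Dye loading 75 min at 37 °C, then 30 min room temperature | Measured by: Fluo-8 calcium-sensitive fluorescence | Read-out basis: % inhibition of agonist calcium response | Replicates: n of 1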
V1R ag counter = counter-screen for oxytocin receptor agonists: human V1a receptor agonists | P37288 | CHO-V1R cells, Fluo-8 calcium fluorescence, agonist mode; 0% DMSO, 100% 3 nM vasopressin | activation, % at 3 µM | actives 0.25% (n = 320,000);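 active = activation above the mean activation of all tested compounds plus 3 SD, per screening run, cut at about 20% in these data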;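 note: signal is peak over basal fluorescence ratio across a 100 second FLIPR read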
Target sequence (P37288 whole entry, looked up): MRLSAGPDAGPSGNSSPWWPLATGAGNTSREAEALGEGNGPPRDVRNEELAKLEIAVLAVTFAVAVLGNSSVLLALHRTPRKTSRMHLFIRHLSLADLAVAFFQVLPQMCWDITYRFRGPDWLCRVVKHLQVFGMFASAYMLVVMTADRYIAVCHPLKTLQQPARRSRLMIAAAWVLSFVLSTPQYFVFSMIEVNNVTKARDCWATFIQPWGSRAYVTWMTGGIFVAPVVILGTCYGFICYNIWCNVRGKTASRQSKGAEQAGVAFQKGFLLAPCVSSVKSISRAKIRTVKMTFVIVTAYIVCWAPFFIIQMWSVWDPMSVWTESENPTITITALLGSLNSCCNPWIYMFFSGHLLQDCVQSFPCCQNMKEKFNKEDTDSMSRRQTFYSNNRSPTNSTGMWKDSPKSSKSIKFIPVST
CHO-K1 Ca antag = nonselective inhibitor or artifact in parental CHO-K1 cells | ATP-induced calcium, Fluo-8 fluorescence | inhibition, % at 3 µM | actives 0.6% (n = 360,000);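 active = inhibition above a per-plate cutoff, the plate's mean sample inhibition plus 3 SD, cut at about 24% in these data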;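 note: 0% = DMSO plus EC80 ATP and 100% = DMSO alone without ATP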
CHRM1 agonist = agonists of human M1 muscarinic receptor; AID 588814; activation, % at 3 µM; CHO-K1 hM1, Fluo-8 calcium fluorescence, agonist mode; 0% DMSO, 100% acetylcholine EC100; actives 0.33% (n = 360,000); P11229;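 active = activation above the run's mean compound activation plus 3 SD, cut at about 16% in these data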;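 note: peak over basal fluorescence ratio within a 140 s kinetic read after compound addition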
M1 ag parental = M1 agonist counterscreen hit in parental CHO-K1 cells | Fluo-8 calcium fluorescence; scaled to maximal ATP response, vehicle zero | activation, % at 3 µM | actives 0.48% (n = 360,000) | AID 602248; in the data active = activation above about 15%;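 note: untransfected CHO-K1 host cells lacking M1 receptor as counterscreen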
TAAR1 agonist = human TAAR1 agonism; Q96RJ0; CHO RD-HGA16 TAAR1, Fluo-8 calcium fluorescence; vehicle wells 0%, saturating PEA agonist 100%; activation, % at 3 µM; actives 0.99% (n = 360,000); AID 624467;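 active = activation above the mean activation of all test compounds in the run plus 3 SD, cut at about 38% in these data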
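Assay system: CHO-derived RD-HGA16 cells with stable Gα16 and human TAAR1; timing: 17-24 h seeding, 75 min 37 °C dye, 30 min RT; read-out: % activation from peak over basal fluorescence ratio, DMSO-to-PEA scaled; measured by: kinetic Fluo-8 calcium fluorescence; benchmarks: low control DMSO, high control PEA (EC100); doses: 3 µM single concentration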
CHO parental Ca = counter-screen for OX1R antagonists: effect in parental CHO cells. parental CHO-K1, ATP-induced calcium, Fluo-8 fluorescence. actives 0.63% (n = 330,000). inhibition, % at 5.6 µM;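 active = inhibition above that plate's mean sample inhibition plus 3 SD, cut at about 26% in these data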;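 note: 0% = ATP-challenged DMSO wells and 100% = DMSO wells without ATP; some compounds past the cut are filed as inactive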
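Assay system: untransfected parental CHO cell line. Also added: ATP agonist challenge. Dosing: one dose, 5.6 µM nominal. Measured by: Fluo-8 fluorescence. Read-out: % inhibition. Benchmarks: ATP wells versus no-ATP DMSO wells. Repeats: no replicates.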
An asterisk follows results filed as active; nt = not tested or not shown.

SMILES	OXTR potentiator	CHO-K1 Ca PAM	TAAR1 antag	V1R ag counter	CHO-K1 Ca antag	CHRM1 agonist	M1 ag parental	TAAR1 agonist	CHO parental Ca
COc1ccccc1CN1C[C@@H]2C[C@@H](c3cccc(C)n3)N3CCC[C@@]23C1=O	-5	17	-14	2.0	3	-14	0.1	15	-34
CC(C(=O)NCC1CCCCC1)N(C)CC(=O)Nc1ccc(N2CCOCC2)cc1 (centres undefined)	0	6	-22	1.1	-8	-6	4.5	0	-10
Cc1ccc(C(=O)OCc2nnc(-c3ccccc3)o2)s1	-13	-12	-4	-1.0	8	-5	2.4	4	-1
O=C(COc1ccc(Cl)cc1)NCCS(=O)(=O)N1CCN(c2ccccc2F)CC1	-13	-12	-21	5.2	-6	-2	2.9	1	-21
CCOc1cc(C2C3=C(CCCC3=O)N(CC(=O)O)C3=C2C(=O)CCC3)ccc1OC	0	17	7	-0.5	-4	-2	0.9	6	3
O=S(=O)(c1cccc2cccnc12)N1CCCc2ccccc21	-5	8	-17	0.0	-4	-2	2.1	-2	-9
O=C(Cn1ccc(=O)[nH]c1=O)Nc1ccc(C(=O)O)c(O)c1	-5	10	-2	0.7	-12	1	0.8	7	-2
COc1ccc(C2C(C#N)=C(N)OC3=C2C(=O)CC(C)(C)C3)cc1 (centres undefined)	-13	9	9	0.8	-22	-2	0.5	3	0
O=C(O)c1cccc(CN2C(=O)SC(Nc3ccccc3)C2=O)c1 (centres undefined)	-8	14	-4	0.3	-4	-2	0.3	5	-8
COc1cccc(NC(=S)Nc2cc(C)cc(C)n2)c1	1	3	-8	-0.1	-10	-4	-0.2	4	-16
COc1ccccc1N1CCN(C(=O)c2cc(-c3ccc(Br)cc3)on2)CC1	-1	-2	-9	0.7	18	1	-0.1	-1	-5
CCC1(c2ccccc2)NC(=O)N(CC(=O)N(C)CC(=O)Nc2c(C)cccc2C)C1=O (centres undefined)	-13	-14	-33	0.1	0	0	0.9	6	-8
O=C1N=C(N2CCOCC2)S/C1=C1\C(=O)N(Cc2ccccc2)c2ccccc21	-2	5	9	1.5	1	1	0.3	8	-5
CCc1ccc(-c2n[nH]nc2C2=CC(=O)C[C@H](c3ccc(F)cc3)C2)cc1	nt	13	6	nt	-6	-1	1.3	-1	nt
CC(C#N)(CCc1ccccn1)CCc1ccccn1	nt	10	-3	nt	-9	-7	1.2	3	nt
CCCCN1CC(C)(C)[C@H](CC(=O)NC)C1=O	nt	-4	-9	nt	-2	-3	0.3	1	nt
CN(C(=O)COc1cccc(C#N)c1)C1CCS(=O)(=O)C1 (centres undefined)	-3	14	-5	0.7	3	-1	-0.5	3	7
CSc1ccccc1OCc1cc(C(=O)NCC(C)(C)N2CCOCC2)no1	-13	8	-28	0.2	2	-1	1.7	3	-16
CCc1cc(=O)oc2cc(C)cc(OCC(=O)N[C@@H](CSCc3ccccc3)C(=O)O)c12	-2	13	-1	0.4	5	-4	0.8	0	-13
COc1cccc(N2CCN(C(=O)c3oc4ccccc4c3NC(=O)Cc3ccc(OC)c(OC)c3)CC2)c1	-8	-2	5	2.2	-11	-2	1.1	0	-15
CCC(OC(=O)c1ccc(S(C)(=O)=O)c([N+](=O)[O-])c1)C(=O)NC1C2CC3CC(C2)CC1C3 (centres undefined)	nt	15	29	nt	0	-4	0.1	0	nt
Cc1ccc(C(=O)c2coc3ccc(O)c(CN(C)C)c23)cc1	-11	17	-7	-0.1	-13	-6	0.8	2	-14
COc1cccc(NC(=O)C2Cc3ccccc3CN2C(=O)c2ccco2)c1 (centres undefined)	-9	0	17	-1.2	-17	-2	1.1	-3	-21
CCN(CC(=O)NCc1cccs1)S(=O)(=O)c1ccc(NC(C)=O)cc1	10	12	-4	1.0	-9	-2	2.3	3	-7
C/C=C(\C)CN1CCN(c2ccc(C)cc2)CC1	-5	17	-5	1.3	3	-5	1.1	2	0
Cc1cc(C)c(Nc2ncccc2C(=O)O)c(C)c1	2	15	2	0.3	-18	-3	0.8	1	-7
Cc1cc(C(=O)N2CCCC(N3CCN(c4ccccc4C)CC3)C2)n(C)n1 (centres undefined)	-6	13	-25	-0.4	-1	-4	1.4	2	-23
CC(=O)c1ccc(NC(=O)CSc2nccn2CCc2ccccc2)cc1	-13	6	20	6.0	3	-1	3.6	11	-2
Cn1c(N)c(C#N)c2c(c1=S)COC(C)(C)C2	-22	13	-6	0.2	3	-4	0.2	0	-4
O=S(=O)(c1ccc2c(c1)OCCCO2)N1CCNCC1	-5	15	-7	0.9	-14	-5	0.4	11	-7
COc1ccc(S(=O)(=O)N2CCCCCC2)cc1C(=O)Nc1ccccn1	-14	12	0	-0.1	-14	-3	1.1	3	-21
Cn1nnnc1SCc1ccc(Cl)cc1	-17	13	6	0.2	-13	-6	0.5	-1	-15
Cc1cc(-c2ccc(C(C)C)c(S(=O)(=O)N3CCN(c4ccccc4)CC3)c2)on1	-12	6	-36	0.3	-9	-2	1.9	14	-15
CC(=O)c1cn(N(C)c2ncc(C(F)(F)F)cc2Cl)c(=O)[nH]c1=O	6	20	-10	0.8	-8	-8	0.0	6	-9
Cc1ccc(-n2ncc(Cl)c2C(=O)NCc2ccccc2)cc1	-21	7	0	0.6	-11	-2	0.8	3	3
COc1ccc(C(C)NC(=O)CC23CC4CC(CC(C4)C2)C3)cc1 (centres undefined)	-4	-13	-19	-0.2	7	0	-0.4	1	-22
N#CC(c1ccccc1F)(c1ncc(C(F)(F)F)cc1Cl)N1CCOCC1 (centres undefined)	-3	13	1	0.0	-15	-4	0.7	10	1
O=C(CN1CCN(c2ccc(F)cc2)CC1)NC(=O)NCc1ccco1	-7	16	0	-0.8	-26	-5	0.1	1	-14
COc1ccc(CC(=O)NCCS(=O)(=O)N2CCN(c3ccccc3)CC2)cc1OC	2	22	-7	0.8	0	0	2.0	3	-19
CCOc1ccc2ccccc2c1C1NC(=O)NC(C)=C1C(=O)OCCOC (centres undefined)	0	8	-3	-0.8	-11	-3	1.0	-1	-21
COc1ccc(Cn2nnc3c(=O)[nH]c(C4CCN(C(=O)c5ccccc5Cl)CC4)nc32)cc1	6	-6	7	4.6	14	-3	0.0	2	-21
COCCn1c(=O)[nH]c2cc(C(=O)N3CCN(c4ccc(Cl)cc4)CC3)ccc2c1=O	-9	14	-30	3.6	-7	-3	1.6	3	-14
N#CCCN(Cc1cccs1)C(=O)c1ccc(Cl)cc1	-10	10	-6	-0.6	-1	-4	1.1	1	-6
COc1ccc(CC(=O)N2CCN(S(=O)(=O)c3ccc(Cl)s3)CC2)cc1	-4	-7	0	1.3	-11	-3	0.9	5	-11
CNc1c(NS(=O)(=O)c2ccc(Br)cc2)c(=O)oc2ccccc12	-7	18	14	2.5	-19	-1	9.8	12	-12
NC(=O)CSc1nc2ccccc2c(=O)n1Cc1ccccc1	-1	12	-1	0.7	-14	-6	0.8	3	-7
Cc1ccc(-c2csc(NC(=O)CSc3nc(C)cs3)n2)cc1	-19	13	19	1.1	2	-5	0.8	10	-22
CCC(Cc1ccccc1)NC(=O)c1cc(S(=O)(=O)N2CCCCC2)c[nH]1 (centres undefined)	-6	11	-5	2.0	5	-2	0.8	0	-15
O=C(NCc1ccccc1)c1ccc(CS(=O)(=O)Cc2ccc(F)cc2)o1	-9	1	-16	6.4	-13	0	2.9	2	-10
COc1ccc(C2C(C(=O)N3CCN(c4ccccc4F)CC3)c3ccccc3C(=O)N2C)cc1 (centres undefined)	-15	5	30	1.9	1	1	3.9	26	-24
Cc1cccc(NC(=S)NCc2cccs2)c1	0	18	3	0.4	2	-9	1.0	1	-17
Cc1onc(-c2ccccc2Cl)c1C(=O)N1CCOC12CCCCC2	4	9	-30	1.5	16	-2	0.0	-2	-16
O=C(N/N=C/c1ccoc1)c1ccc(Br)cc1	-5	-2	6	-0.2	12	-4	0.1	-1	1
COc1ccc(-n2cnnc2SCC(=O)c2ccc(S(=O)(=O)N3CCOCC3)cc2)cc1	-10	-6	5	-1.0	7	-6	0.5	5	-9
Cc1cccc(N2CC(C(=O)NCC3COc4ccccc4O3)CC2=O)c1C (centres undefined)	3	12	0	1.7	-16	-5	1.1	0	-28
COc1ccc(OCCCC(=O)Nc2ccc(OC)c(S(=O)(=O)N3CCOCC3)c2)cc1	3	9	-4	2.6	-15	-1	2.0	1	-16
COc1cc(NC(=S)NCCSc2ccc(C)cc2)cc(OC)c1	-11	17	17	1.2	-3	-10	0.9	-2	-11
Cc1ccc(OCCCC(=O)Nc2ccc(S(N)(=O)=O)cc2)cc1	-3	7	-9	-0.1	-8	-7	0.5	9	4
COc1ccc(OC)c(-n2nnnc2SCC(=O)NCCc2ccccc2)c1	-6	5	7	5.0	-12	-3	2.2	2	-13
Cc1nn(C)c(C)c1C1Nc2ccccc2C(=O)N1O (centres undefined)	-11	11	3	0.3	-9	-2	0.5	17	6
COc1ccc(S(=O)(=O)N2CCCCC2)cc1NC(=O)C1CC(=O)N(Cc2ccccc2)C1 (centres undefined)	-2	1	-5	-0.4	-10	-4	0.8	2	-13
CC(=O)Nc1cccc(C(=O)NN2C(=O)NC3(CCC(C)CC3)C2=O)c1 (centres undefined)	nt	19	1	nt	-6	-1	1.2	3	nt
COc1ccc(N/C(N)=N/c2nc(C)cc(=O)[nH]2)cc1	1	12	-3	0.0	-3	-4	0.6	-1	-1

Structural class, the compounds so far with a COOH group
SMILES	OXTR potentiator	CHO-K1 Ca PAM	TAAR1 antag	V1R ag counter	CHO-K1 Ca antag	CHRM1 agonist	M1 ag parental	TAAR1 agonist	CHO parental Ca
CCOc1cc(C2C3=C(CCCC3=O)N(CC(=O)O)C3=C2C(=O)CCC3)ccc1OC	0	17	7	-0.5	-4	-2	0.9	6	3
O=C(Cn1ccc(=O)[nH]c1=O)Nc1ccc(C(=O)O)c(O)c1	-5	10	-2	0.7	-12	1	0.8	7	-2
O=C(O)c1cccc(CN2C(=O)SC(Nc3ccccc3)C2=O)c1 (centres undefined)	-8	14	-4	0.3	-4	-2	0.3	5	-8
CCc1cc(=O)oc2cc(C)cc(OCC(=O)N[C@@H](CSCc3ccccc3)C(=O)O)c12	-2	13	-1	0.4	5	-4	0.8	0	-13
Cc1cc(C)c(Nc2ncccc2C(=O)O)c(C)c1	2	15	2	0.3	-18	-3	0.8	1	-7
